Bioassay records: PubChem, National Center for Advancing Translational Sciences (NCATS)
A549 viability: A549 cytotoxicity, counter-screen for Nrf2 inhibitors; 390,000 tested, 0.16% active; Potency, µM (highest dose often 46 µM), for inactives: at the top dose activity change, negative = cytotoxicity, most hits filed as inhibitors; A549 ARE-Fluc cells, CellTiter-Fluor viability, 18-24 h; also: potency is read from the fitted curve at half-maximal effect; % is scaled to controls: 0 for no effect and ±100 for the full control effect
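A549 ARE_Fluc cells in 5% FBS OPTI-MEM were exposed to compounds in concentration-response for 18-24 h at 37 deg C. Viability was read by CellTiter-Fluor fluorescence (Ex 405/Em 525) after 30 min, before the luciferase read.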
EPAC2 agonist: EPAC2 (human) agonism; Q8WZA2; EPAC2 activation, biochemical qHTS; response scale: 100% = 6.5 mM cAMP response; Potency, µM (highest dose often 154 µM), without a hit: top-dose activation, usual class: activators; 360,000 tested, 0.079% active; AID 720711; also: potency is read from the fitted curve at half-maximal effect; nearly all actives have a fitted effect of over 50% in size
Target sequence (Q8WZA2 whole entry, looked up): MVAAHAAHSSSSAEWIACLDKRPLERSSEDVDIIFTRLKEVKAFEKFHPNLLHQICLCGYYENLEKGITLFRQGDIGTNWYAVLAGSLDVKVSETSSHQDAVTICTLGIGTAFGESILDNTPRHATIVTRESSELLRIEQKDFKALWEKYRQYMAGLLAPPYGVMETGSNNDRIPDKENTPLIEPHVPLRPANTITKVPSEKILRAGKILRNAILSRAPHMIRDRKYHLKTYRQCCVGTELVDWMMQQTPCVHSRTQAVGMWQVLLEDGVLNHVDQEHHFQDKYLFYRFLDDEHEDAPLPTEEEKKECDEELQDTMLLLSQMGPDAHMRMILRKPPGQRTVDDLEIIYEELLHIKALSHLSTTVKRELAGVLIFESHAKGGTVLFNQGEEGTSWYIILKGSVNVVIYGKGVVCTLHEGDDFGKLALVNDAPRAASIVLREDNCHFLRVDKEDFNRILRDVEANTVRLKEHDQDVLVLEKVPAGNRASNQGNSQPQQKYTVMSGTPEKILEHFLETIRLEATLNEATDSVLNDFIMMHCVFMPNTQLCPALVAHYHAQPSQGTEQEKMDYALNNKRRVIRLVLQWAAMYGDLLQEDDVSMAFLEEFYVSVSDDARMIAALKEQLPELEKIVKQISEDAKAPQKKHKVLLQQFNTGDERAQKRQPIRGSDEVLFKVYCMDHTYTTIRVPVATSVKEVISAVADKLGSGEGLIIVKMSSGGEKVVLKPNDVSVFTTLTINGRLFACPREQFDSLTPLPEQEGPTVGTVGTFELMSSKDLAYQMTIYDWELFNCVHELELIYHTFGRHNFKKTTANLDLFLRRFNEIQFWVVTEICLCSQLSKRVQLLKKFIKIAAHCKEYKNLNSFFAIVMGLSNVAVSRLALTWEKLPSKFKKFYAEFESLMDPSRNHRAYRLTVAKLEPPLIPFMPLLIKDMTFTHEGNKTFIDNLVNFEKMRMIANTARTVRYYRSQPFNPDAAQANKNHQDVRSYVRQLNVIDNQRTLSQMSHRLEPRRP
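qHTS, titration series. 100 nM EPAC2 / 250 nM Rap1B-BODIPY-GDP / 50 uM GDP; RT; ex 480/em 540 nm, 5-min reads to 30 min. Norm. to 6.5 mM cAMP = activation.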
Nrf2 ARE act: activators of Nrf2 (ARE) signaling. Potency, µM (titrated, usually from 46.1 µM), without a hit: top-dose activation, most hits filed as activators. AREc32 ARE-luciferase reporter (MCF7-derived line), luminescence, 24 h. 410,000 tested, 0.31% active; also: potency is read from the fitted curve at half-maximal effect; % of control where 0% means no effect; nearly all actives have a fitted effect of over 65% in size
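ARE activation measured as luciferase luminescence (Steady-Glo, 30 min RT) in AREc32_Fluc cells after 24 hr compound exposure at 37 deg C, 5% CO2; cells seeded overnight at 1000/well in OPTI-MEM, 5% FBS.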
IL-2 act: activators of IL-2. IL-2 activation reporter assay, cell-based qHTS; stimulated with anti-CD3/CD4/CD28 beads; in transgenic mouse T cells. activation, % (series mostly up to about 46 µM). 360,000 tested, 0.065% active; in the data active = activation above about 50%; inconclusive = mostly about 30% to 49%; also: 0% is about no effect
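Readout: EGFP and DsRed signals by fluorescent plate cytometry. Unstimulated transgenic mouse T cells received compound 60 min before antibody-bead stimulation, then incubated 18 h at 37 degrees C.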
S2 tox: reduces viability in counter-screen for ATXN expression inhibitors | Potency, µM (titrated, usually from 56.7 µM), usual class: cytotoxic | S2 cells (HEK-293 line with an ATXN2-luciferase reporter) viability, CellTiter-Fluor protease fluorescence, 24 h | 400,000 tested, 0.49% active; also: potency is read from the fitted curve at half-maximal effect; nearly all actives have a fitted effect of over 40% in size
Nrf2 inh: inhibitors of Nrf2 signaling. A549 ARE-Fluc reporter, luciferase luminescence, 18-24 h. Potency, µM (series often up to 46 µM), for inactives: top-dose activity change, negative = inhibition, hits mostly inhibitors. 360,000 tested, 2.1% active. AID 504444; also: potency is read from the fitted curve at half-maximal effect; % is scaled to controls: 0 for no effect and ±100 for the full control effect; nearly all actives have a fitted effect of over 60% in size
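Quantitative HTS in A549 cells stably bearing an antioxidant response element-firefly luciferase construct. Inhibition of Nrf2-driven transcription was scored by luminescence after 18-24 h of compound exposure at 37 °C.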
HepG2 viability: HepG2 cytotoxicity, counter-screen for TGF-b inhibitors; Potency, µM (doses to about 46.1 µM), inactives show top-dose activity change, negative = cytotoxicity, usual class: cytotoxic; 410,000 tested, 0.76% active; HepG2 CAGA-GFP viability, ATP luminescence, 18 h; AID 588856; also: potency is read from the fitted curve at half-maximal effect; some results filed as inactive show a strong effect at the top dose
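CellTiter-Glo luminescence gave cytotoxicity after 18 hours at 37 degrees C. The cells were HepG2 CAGA-GFP in 1% FBS DMEM, stimulated with 500 pg/mL TGF-beta after compound addition. %Activity was normalised to no-cell wells (complete cell-killing) and DMSO (no toxicity), and curves were fitted and classified.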
TGFb SMAD3 inh: blocks TGF-b signaling; 410,000 tested, 1.2% active; HepG2 CAGA-GFP TGF-b/SMAD3 reporter, GFP fluorescence, 18 h; TGF-beta stimulated, 500 pg/mL final; Potency, µM (highest dose often 46.1 µM), inactives show top-dose activity, negative = inhibition, hits mostly inhibitors; also: potency is read from the fitted curve at half-maximal effect; % is scaled to controls: 0 for no effect and ±100 for the full control effect; nearly all actives have a fitted effect of over 65% in size
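Read-out: total well GFP (ex488/em500-530) summed from mean per-cell fluorescence. Cells: HEPG2 CAGA-GFP, 1% FBS DMEM, 18 h at 37 degrees C with 500 pg/mL final TGF-beta. Unstimulated wells served as the full-inhibition control; stimulated DMSO wells = 0%.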
ATXN2 expr inh: inhibitors of ATXN2 expression | HEK-293 ATXN2-luciferase reporter, luminescence, 24 h | Potency, µM (doses to about 57 µM), for the others: at the top dose activity change, negative = inhibition, hits mostly inhibitors | 360,000 tested, 0.72% active; also: potency is read from the fitted curve at half-maximal effect; % is scaled to controls: 0 for no effect and ±100 for the full control effect; nearly all actives have a fitted effect of over 55% in size
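ATXN2-luciferase reporter cells (luciferase flanked by upstream and downstream ATXN2 gene portions) were treated 24 h at 37 °C with compounds at up to 57 uM. SteadyGlo luminescence gave expression; GF-AFC fluorescence gave viability.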
Starred values were filed as active, the others as inactive; i = inactive; u = inconclusive; x = no result given; [ ] = remark or other dose. Unless noted, calls follow the shape of the dose curve; as a rule, active = well fitted curve in the direction sought with a large enough effect; inconclusive = small, poorly fitted or top-dose-only effect, or another doubt; inactive = no such curve, though single readings can be large; an effect the other way counts as inactive or inconclusive.

Preview, 2 compounds:
Field names: A = A549 viability; B = EPAC2 agonist; C = Nrf2 ARE act; D = IL-2 act; E = S2 tox; F = Nrf2 inh; G = HepG2 viability; H = TGFb SMAD3 inh; I = ATXN2 expr inh
COc1ccc(CN2CCNC(=O)C2CC(=O)NCc2cn3ccc(C)cc3n2)c(OC)c1 (stereo not given)
  A: 5%; B: -4%; C: 0.1%; D: 0.1; E: i; F: -11%; G: -6%; H: 0%; I: 3%

Cc1cccc(/C=N/NC(=O)c2c(-c3ccccc3)noc2C)c1O
  A: -1%; B: 4%; C: 0.4%; D: -4.6; E: i; F: u; G: -2%; H: u; I: 3.5µM*

The whole of this part (from the top)
Field names: A = A549 viability; B = EPAC2 agonist; C = Nrf2 ARE act; D = IL-2 act; E = S2 tox; F = Nrf2 inh; G = HepG2 viability; H = TGFb SMAD3 inh; I = ATXN2 expr inh
COc1ccc(CN2CCNC(=O)C2CC(=O)NCc2cn3ccc(C)cc3n2)c(OC)c1 (stereo not given)
  A: 5%; B: -4%; C: 0.1%; D: 0.1; E: i; F: -11%; G: -6%; H: 0%; I: 3%

Cc1cccc(/C=N/NC(=O)c2c(-c3ccccc3)noc2C)c1O
  A: -1%; B: 4%; C: 0.4%; D: -4.6; E: i; F: u; G: -2%; H: u; I: 3.5µM*

CN(Cc1ccccc1)C(=O)COC(=O)/C=C/c1ccco1
  A: -7%; B: -2%; C: 9.8%; D: -0.7; E: u; F: 6%; G: 10%; H: -4%; I: -6%

O=C(c1ccccc1)N1CCC(CC2CC(c3cccc(Br)c3)=NO2)(C(=O)NCC2CCCCC2)CC1 (stereo not given)
  A: 0%; B: 2%; C: 0.0%; D: -0.3; E: i; F: u; G: -13%; H: -1%; I: -22%

Cc1ccc(NC(=O)C2(C)CCN2CCc2ccccc2)cc1 (stereo not given)
  A: x; B: -5%; C: 1.8%; D: -1.0; E: i; F: x; G: 2%; H: u; I: -3%

O=C(/C=C/c1ccncc1)c1ccc2c(c1)OCCO2
  A: 1%; B: 7%; C: -1.9%; D: -0.5; E: u; F: u; G: -88%; H: u; I: -8%

CC1(C)CC(=O)C(C=NCc2cccnc2)=C(O)C1
  A: 0%; B: -5%; C: 0.1%; D: 0.2; E: i; F: 3%; G: -1%; H: 16%; I: 5%

CC1(C)CCC(=O)N2CC[C@H]3c4cc5ccccc5nc4C[C@@H]1[C@H]32
  A: -5%; B: 5%; C: 0.8%; D: 0.0; E: i; F: -9%; G: 2%; H: 0%; I: 6%

O=C(Nc1cccc(C(=O)O)c1)/C(=C\c1ccc2c(c1)OCO2)NC(=O)c1ccccc1
  A: 1%; B: 4%; C: 0.7%; D: 0.6; E: i; F: 13%; G: 1%; H: -10%; I: 16%

Cc1cccc2c1-c1sc(C(=O)NCCc3ccc(Cl)cc3)cc1CO2
  A: -12%; B: x; C: 3.0%; D: x; E: i; F: 23µM*; G: -11%; H: 16%; I: u

Cc1nc2cc(C(F)(F)F)ccc2n1C1CCN(CC(=O)N2CCCC2)CC1
  A: -7%; B: -1%; C: 0.3%; D: 0.3; E: i; F: u; G: -6%; H: -9%; I: x

COC(=O)c1ccc(OCC2c3cc(OC)c(OC)cc3CCN2C(=O)Cc2ccccc2)cc1 (stereo not given)
  A: -1%; B: x; C: 5.4%; D: x; E: i; F: x; G: -6%; H: 4%; I: -16%

N#C/C(=C\c1cccc(O)c1)C(=O)Nc1ccc2c(c1)OCCO2
  A: 1%; B: 21%; C: 22%; D: -2.9; E: i; F: 3%; G: -21%; H: 2%; I: -2%

COc1ccc(OCCCC(=O)Nc2nc(C)c(C(C)=O)s2)cc1
  A: -5%; B: 7%; C: -0.3%; D: -2.6; E: i; F: 3%; G: -1%; H: 6%; I: -10%

COc1ccc(S(=O)(=O)N2CCc3ccccc3C2)cc1C(=O)O
  A: 1%; B: 4%; C: -0.5%; D: 0.7; E: i; F: 2%; G: -1%; H: -9%; I: 2%

O=C(CN1C(=O)CSc2ccc(S(=O)(=O)N3CCOCC3)cc21)NCc1ccc(Cl)cc1
  A: -5%; B: 3%; C: -0.5%; D: 0.1; E: i; F: -21%; G: 13%; H: 10%; I: -1%

N#C/C(=C\c1ccc(O)cc1)c1nc2ccccc2o1
  A: 0%; B: 10%; C: 12%; D: 57*; E: i; F: 9%; G: -19%; H: 0%; I: 21%

Cc1cc(C)c(C(=O)N(CCN(C)C)CC2CCCN(Cc3ccccc3F)C2)o1 (stereo not given)
  A: -15%; B: 13%; C: 2.7%; D: -1.1; E: i; F: 2%; G: -4%; H: -1%; I: -6%

Cc1ccsc1C(=O)N1CCCC(N2CCN(c3cccc(Cl)c3)CC2)C1 (stereo not given)
  A: 6%; B: 6%; C: 0.1%; D: 1.1; E: i; F: u; G: -29%; H: -23%; I: -19%

O=C1CC[C@@H]2CC3(C[C@@H]4CCN1[C@H]24)Nc1ccccc1NC3=NC1CCCCC1 (stereo not given in full)
  A: -2%; B: 3%; C: -0.7%; D: 1.7; E: i; F: 4%; G: -6%; H: 3%; I: 13%

CN(CC(=O)Nc1cccc(C(F)(F)F)c1)C1=NS(=O)(=O)c2ccccc21
  A: -2%; B: 1%; C: -0.3%; D: 0.4; E: i; F: 4%; G: -3%; H: -14%; I: 5%

Cc1ccccc1-c1nc2cc(NC(=O)COc3ccc(F)cc3)ccc2o1
  A: 1%; B: x; C: 0.8%; D: x; E: i; F: -5%; G: 4%; H: 4%; I: 3%

CC(C)Oc1ccc(CNC(=O)c2ccc3nc(C(C)C)oc3c2)cc1
  A: 10%; B: x; C: 3.3%; D: x; E: x; F: x; G: -18%; H: -24%; I: x

Cc1ccc2nc(N3CCN(S(=O)(=O)c4ccc5c(c4)OCCO5)CC3)c(C#N)cc2c1
  A: -6%; B: 5%; C: -0.9%; D: 1.5; E: i; F: u; G: -1%; H: -5%; I: -12%

Cc1ccc(NC(=O)c2ccccc2N(C)S(C)(=O)=O)cc1C
  A: 17%; B: 0%; C: -1.5%; D: -1.4; E: i; F: x; G: 9%; H: 7%; I: -3%

O=C(CN(Cc1ccccc1)C(=O)CNS(=O)(=O)c1ccc(Cl)cc1)NCC1CCCO1 (stereo not given)
  A: 0%; B: 9%; C: 0.0%; D: 0.8; E: i; F: 7%; G: -2%; H: u; I: -9%

CCCOc1ccc(F)cc1-c1cc(C(=O)Nc2ccc(OC)c(OC)c2)[nH]n1
  A: x; B: 16%; C: -0.4%; D: -0.7; E: u; F: x; G: -24%; H: u; I: u

O=C(NCCOCc1ccc(Cl)cc1)c1ncn[nH]1
  A: 11%; B: 11%; C: -0.5%; D: -0.8; E: i; F: 16%; G: -6%; H: -3%; I: -1%

Cc1cc(C)cc(NC(=O)CN2CCN(CCN=CC3=C(O)CC(c4ccc(Cl)cc4)CC3=O)CC2)c1 (stereo not given)
  A: -2%; B: 0%; C: -0.3%; D: 1.8; E: i; F: 16%; G: -9%; H: -1%; I: -12%

CS(=O)(=O)N(CC(=O)Nc1ccccc1-c1ccccc1)c1cccc(F)c1
  A: 1%; B: 15%; C: -0.3%; D: 0.0; E: i; F: -10%; G: -16%; H: -24%; I: -37%

CCCC/C(C)=N/NC(=O)NC1CCCCC1
  A: 9%; B: -18%; C: 2.0%; D: 1.8; E: i; F: 19%; G: 4%; H: -3%; I: 7%

Cc1ccc(Cl)cc1NC(=O)CSc1nc2ccccc2nc1Cc1ccccc1
  A: -5%; B: x; C: 0.0%; D: x; E: x; F: x; G: -19%; H: -5%; I: x

NS(=O)(=O)c1cccc(NC(=S)NCc2ccc3c(c2)OCO3)c1
  A: 2%; B: 8%; C: 0.8%; D: -6.1; E: i; F: -29%; G: -16%; H: -3%; I: 7%

O=C(NN=C1CCCCCC1)c1c[nH]c2ccccc12
  A: 16%; B: 19%; C: 7.3%; D: -3.6; E: i; F: u; G: -17%; H: -16%; I: 3%

O=c1cc(O)c(-c2ccc(Cl)cc2)c(Cl)[nH]1
  A: 4%; B: 0%; C: -0.4%; D: -1.2; E: i; F: -3%; G: -5%; H: -8%; I: -10%

O=C1c2cc(F)ccc2OC2(CCNCC2)C12CC(c1ccccc1)=NO2 (stereo not given)
  A: 20%; B: 3%; C: -5.0%; D: -0.4; E: i; F: 11%; G: -50%; H: 1%; I: -16%

COc1ccc(NC(=O)C(NC(C)=O)C(=O)NCc2ccccc2Cl)cc1 (stereo not given)
  A: -2%; B: -2%; C: 0.3%; D: -2.6; E: i; F: -2%; G: 4%; H: 15%; I: 0%

O=C(CSCc1c(Cl)cccc1Cl)NCc1ccco1
  A: 5%; B: 11%[15.6 µM]; C: 12%; D: 2.2; E: i; F: -17%; G: 3%; H: -7%; I: -1%

COc1cc(/C=C2\SC(=O)NC2=O)ccc1Oc1ccc([N+](=O)[O-])cc1[N+](=O)[O-]
  A: 1%; B: 5%; C: u; D: -1.6; E: i; F: -17%; G: -20%; H: u; I: -12%

Cc1ccc(Nc2cc(C)c3c(O)cccc3n2)cc1C
  A: -5%; B: 9%; C: 4.0%; D: -3.2; E: u; F: u; G: -56%; H: u; I: -31%

Cc1ccc(NC(=O)COc2ccccc2CNC(C)(C)CC(C)(C)C)cc1
  A: 2%; B: 6%; C: -5.3%; D: -3.6; E: 22µM*; F: 15%; G: 11µM*; H: u; I: 25µM*
